E coli growth: counter-screen for AddAB inhibitors: E. coli growth inhibition; AID 449728; inhibition, % at 11.9 µM; 0.27% of 330,000 active; E. coli V3065 growth, OD600 absorbance, 18 h;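 active means inhibition above the campaign's mean inhibition across all tested compounds plus 3 SD, cut at about 9.9% in these data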;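 further: uninfected addAB+ strain grown without phage in ampicillin broth; 0% = DMSO wells and 100% = ciprofloxacin 0.95 µg/ml wells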
OPRM1-OPRD1 inv: inverse agonist of human OPRM1-OPRD1 heterodimerization | inhibition, % at 9.3 µM | P35372+P41143 | cell-based MOR-DOR heterodimer luminescence, inverse agonism | 0.21% of 340,000 active; in the data active means inhibition above about 22%, passing the limit was not always enough;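 further: 0% = cells with DMSO and 100% = wells without cells with DMSO; values of inactives mirror those of a sister screen read the other way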
HTR5A inv ag: inverse agonist of human HTR5A in OPRM1-OPRD1 counter-screen | P47898 | HTR5A cell line, luminescence, inverse agonism | inhibition, % at 9.3 µM | 0.083% of 340,000 active | AID 504634; in the data active means inhibition mostly above about 23%, no sharp cut-off; inactive means mostly below about 18%;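 further: 0% = cells with DMSO and 100% = no-cell wells with DMSO; some compounds called inactive have numbers as strong as hits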
SUMO Mot1 rescue: SUMOylation pathway inhibition by Mot1-301 growth rescue; growth rescue, % at 18.8 µM; S. cerevisiae Mot1-301 growth rescue, ATP luminescence, 38.5C; percent above DMSO median, 100 means doubled; 1% of 320,000 active; AID 2716;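 active means every valid replicate shows activation above 250% relative to neutral control wells; inactive means the rest, any valid replicate at or below 250%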;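 further: OY570 slx delta 5 strain wells were the positive control but not used for scaling; some compounds called inactive have numbers as strong as hits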
AddAB inh: less growth of phage-infected E. coli with AddAB; inhibition, % at 11.9 µM; AID 435030; E. coli expressing H. pylori AddAB, absorbance growth; 0.29% of 330,000 active; in the data active means inhibition above about 12%;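 further: 0% = vehicle wells of infected cells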
phage Ecoli inh: E. coli growth loss with phage present; growth absorbance; inhibition, % at 11.9 µM; 0.26% of 360,000 active; AID 651602; in the data active means inhibition above about 11%
PKA-R1A act: PKA-R1A complex activation; PKA-R1A dissociation, Cy5-IP20 fluorescence polarization; scaled: DMSO 0%, 113 µM cGMP 100%; activation, % at 11.4 µM; 0.083% of 340,000 active; AID 504707;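 active means percent activation above the mean of all tested compounds plus 3 SD, cut at about 19% in these data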;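 further: higher means more PKAc released from R1A so a rise in polarization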
HTR5A ag: activates human HTR5A in OPRM1-OPRD1 agonist counter-screen; AID 504692; 0.61% of 340,000 active; HTR5A agonist assay, luminescence, cell-based; activation, % at 9.3 µM; in the data active means activation mostly above about 9.5%, no sharp cut-off; inactive means mostly below about 7.6%;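 further: 0% = cells with vehicle only and 100% = reference agonist; strong numbers were not always called active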
PfHsp90 yeast 2: growth inhibition of yeast expressing Plasmodium Hsp90; S. cerevisiae expressing PfHsp90, BacTiter-Glo ATP, 48 h; yeast lacking PDR1 and PDR3 efflux regulators; inhibition, % at 9.4 µM; 0.32% of 310,000 active; AID 504621;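 active means every replicate shows inhibition above about 80%, whatever the replicate mean, limit read from the data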;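 further: 0% = DMSO neutral controls and 100% = 20 µM radicicol positive controls; yeast relying on Plasmodium falciparum Hsp90 in place of its own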
Pemphigus Ab inh: blocks pemphigus antibody binding to human desmoglein-3; P32926; DSG3-coupled beads, scFv-anti-DSG3-GFP binding, flow cytometry; hits give low values; binding (percent of control), % at 10 µM; 0.48% of 310,000 active; AID 588358;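 active means binding more than 3 SD below its plate's average and above zero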;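 further: hits lower antibody fragment binding to DSG3; some compounds called inactive have numbers as strong as hits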
Target sequence (P32926 whole entry, looked up, the tested form may be a part): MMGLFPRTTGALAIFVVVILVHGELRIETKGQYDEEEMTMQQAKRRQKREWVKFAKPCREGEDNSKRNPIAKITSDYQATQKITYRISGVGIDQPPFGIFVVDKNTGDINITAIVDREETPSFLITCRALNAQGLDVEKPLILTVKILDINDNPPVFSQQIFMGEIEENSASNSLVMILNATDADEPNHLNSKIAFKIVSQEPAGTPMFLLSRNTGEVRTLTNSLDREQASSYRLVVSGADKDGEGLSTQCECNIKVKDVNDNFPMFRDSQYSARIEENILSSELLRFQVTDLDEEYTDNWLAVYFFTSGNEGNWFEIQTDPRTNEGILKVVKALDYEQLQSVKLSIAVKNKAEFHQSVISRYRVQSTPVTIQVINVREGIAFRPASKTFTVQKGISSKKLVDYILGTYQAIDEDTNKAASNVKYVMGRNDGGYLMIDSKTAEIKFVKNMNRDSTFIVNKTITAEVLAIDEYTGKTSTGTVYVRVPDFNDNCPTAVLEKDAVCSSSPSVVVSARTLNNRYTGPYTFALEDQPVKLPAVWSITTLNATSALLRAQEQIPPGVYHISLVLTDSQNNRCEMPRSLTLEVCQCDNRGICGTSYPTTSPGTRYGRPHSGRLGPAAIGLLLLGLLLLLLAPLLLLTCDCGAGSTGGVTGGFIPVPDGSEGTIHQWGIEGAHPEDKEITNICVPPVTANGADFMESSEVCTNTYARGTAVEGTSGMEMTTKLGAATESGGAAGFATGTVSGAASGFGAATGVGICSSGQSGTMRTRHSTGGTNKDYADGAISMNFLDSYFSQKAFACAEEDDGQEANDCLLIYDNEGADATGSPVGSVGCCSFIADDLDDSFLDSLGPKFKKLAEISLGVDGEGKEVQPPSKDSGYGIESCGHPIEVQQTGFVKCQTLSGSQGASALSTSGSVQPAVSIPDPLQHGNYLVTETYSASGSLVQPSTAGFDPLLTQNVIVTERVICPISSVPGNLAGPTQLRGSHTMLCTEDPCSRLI
MOR-DOR ag: OPRM1-OPRD1 heterodimerization agonism; P35372+P41143; activation, % at 9.3 µM; 0.3% of 340,000 active; AID 504326; cells, luminescence; in the data active means activation above about 18%;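 further: 0% = vehicle-treated cells and 100% = reference agonist; values of inactives mirror those of a sister screen read the other way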
An asterisk follows results filed as active; x = not tested or not shown.

Below each compound: PfHsp90 yeast 2, PKA-R1A act, SUMO Mot1 rescue, HTR5A inv ag, MOR-DOR ag, Pemphigus Ab inh, AddAB inh, phage Ecoli inh, E coli growth, HTR5A ag, OPRM1-OPRD1 inv
CSC1SCC2C(=O)N(C)C(C(C)C)C(=O)OCC(NC(=O)c3cnc4ccccc4n3)C(=O)NC(C)C(=O)N(C)C1C(=O)N(C)C(C(C)C)C(=O)OCC(NC(=O)c1cnc3ccccc3n1)C(=O)NC(C)C(=O)N2C (stereo unspecified)
    -86, -4, x, -15, 2.9, 91, x, 99*, x, 4, -13
OC1(c2ccccc2)C/C(=N\n2cnnc2)C=C1c1ccccc1 (stereo unspecified)
    -16, 3, 164, 9, -1.6, 102, 1.1, 1.5, -1.1, -1, 9
CCOc1ccccc1C(=O)NCC(=O)OCCCOC(=O)CNC(=O)c1ccccc1OCC
    -8, 2, 9, -11, -1.1, 98, -0.3, -0.1, -1.3, 0, 7
COc1cccc(NC(=O)C2C3C=CC4(O3)C2C(=O)N(C2CC2)C4C(=O)NC2CCCCC2C)c1 (stereo unspecified)
    -4, -5, -4, 27, -1.5, x, 0.1, 3.8, 0.9, -3, 8
CCOc1cccc2cc(C(=O)NCc3ccccc3)c(=N)oc12
    -7, 0, -2, 4, -1.3, 103, 0.1, x, -3.3, -1, 6
Cc1ccc(S(=O)(=O)NC2CCSC2=O)cc1C (stereo unspecified)
    19, -2, -23, 8, -2.8, 104, 1.8, 1.5, -0.1, 3, 10
CN(Cc1nc(-c2cccs2)no1)CC1COCCO1 (stereo unspecified)
    10, -4, -5, -8, -2.7, 102, -1.2, 4.8, -1.6, 3, 14
CC(C)(C)C1CCC(=NNC(=O)CC(=O)NCc2ccccc2)CC1 (stereo unspecified)
    7, -1, 6, 2, -2.4, 89, -0.3, 0.2, -3.2, -1, 14
CC(=O)Nc1ccccc1OC(C)C(=O)N1CC(C)CC(C)C1 (stereo unspecified)
    14, 6, -20, 3, 1.3, 83, 1.3, 1.2, 2.1, -1, -7
CC(=O)N1CCc2cc(S(=O)(=O)NC(Cc3ccccc3)C(=O)NCCN3CCCCC3C)ccc21 (stereo unspecified)
    -21, -4, 1, -23, -2.9, 101, -0.7, 3.2, -1.7, 2, 14
Cc1ncc(CO)c2c1Oc1nc(-c3ccccc3)nc(SCC(=O)N3CCCCC3)c1C2
    10, -12, 4, -22, 5.3, x, 2.3, 2.5, -2.1, 2, -27
COc1ccc(C(=O)N2CCN(c3ccccc3Cl)CC2)cc1S(=O)(=O)NC1CC1
    -9, 8, -16, -44, 0.0, 99, -4.5, 6.3, -1.9, 18*, 0
Cn1c(=O)c2[nH]c(C3CC3)nc2n(C)c1=O
    -6, 0, x, 4, -3.7, x, x, 2.5, x, -1, 18
O=C(CN(Cc1ccco1)Cc1cccs1)N1CCN(S(=O)(=O)c2cccc(F)c2)CC1
    -1, -7, 49, -1, 0.5, x, 0.8, 0.0, 0.5, 0, -2
C/C(=N\NC(=O)c1ccc([N+](=O)[O-])cc1)c1c(O)cc(C)oc1=O
    6, 4, -23, -6, 1.1, 103, 2.2, 0.8, -1.2, 2, -7
COc1ccc(Nc2nc3ccccc3c(=O)s2)c(OC)c1
    6, -5, -3, 4, -2.0, 100, 2.9, 1.0, -0.9, -1, 11
COc1ccc(CNC(=O)COC(=O)C2CCC(C(C)(C)C)CC2)cc1 (stereo unspecified)
    -16, -11, -7, 16, 8.6, 102, 3.7, 1.6, -0.3, 1, -48
O=C(CN1CCOCC1)Nc1cccc(C(F)(F)F)c1
    -9, -13, -3, 0, 1.0, x, -1.5, 4.0, 0.2, 1, -5
CCOC(=O)N1CCC(NCCNC(=O)c2ccc(F)c(F)c2)CC1
    10, 8, -23, -18, -0.7, 100, 1.8, -2.1, 2.3, 0, 4
c1csc(CSc2nnc3sc4ccccc4n23)c1
    -35, 9, 10, 15, -2.2, 110, 2.6, 1.2, -0.7, 4, 9

Continued, starting with the last 5 of the part before.
Below each compound: PfHsp90 yeast 2, PKA-R1A act, SUMO Mot1 rescue, HTR5A inv ag, MOR-DOR ag, Pemphigus Ab inh, AddAB inh, phage Ecoli inh, E coli growth, HTR5A ag, OPRM1-OPRD1 inv
COc1ccc(Nc2nc3ccccc3c(=O)s2)c(OC)c1
    6, -5, -3, 4, -2.0, 100, 2.9, 1.0, -0.9, -1, 11
COc1ccc(CNC(=O)COC(=O)C2CCC(C(C)(C)C)CC2)cc1 (stereo unspecified)
    -16, -11, -7, 16, 8.6, 102, 3.7, 1.6, -0.3, 1, -48
O=C(CN1CCOCC1)Nc1cccc(C(F)(F)F)c1
    -9, -13, -3, 0, 1.0, x, -1.5, 4.0, 0.2, 1, -5
CCOC(=O)N1CCC(NCCNC(=O)c2ccc(F)c(F)c2)CC1
    10, 8, -23, -18, -0.7, 100, 1.8, -2.1, 2.3, 0, 4
c1csc(CSc2nnc3sc4ccccc4n23)c1
    -35, 9, 10, 15, -2.2, 110, 2.6, 1.2, -0.7, 4, 9
Cc1cccc(NC(=O)CSc2nnc(NC(=O)c3ccco3)s2)c1
    -23, -7, 634, 7, 2.5, 104, 4.9, 4.8, 4.2, 1, -12
Cc1cccc(C(=O)Nc2nnc(-c3ccncc3)o2)c1
    x, -4, 14, 2, -3.4, 106, -4.8, -7.3, -8.3, -1, 16
N/C(=N\OC(=O)c1ccc([N+](=O)[O-])cc1)c1ccccn1
    26, -3, -3, -12, 5.1, 93, -3.4, -0.3, -2.2, 4, -27
COc1cc(/C=N/NC(=O)CN(Cc2ccco2)S(=O)(=O)c2ccccc2)ccc1O
    1, 9, -3, 5, -2.9, 98, 1.6, 2.1, 0.2, 1, 15
CCC1CCCCN1C(=O)COc1ccc2c(c1)OCO2 (stereo unspecified)
    -8, -9, -18, 1, 1.3, 91, 0.5, 1.8, 0.3, 4, -7
N#CCCCSc1nnc(-c2ccc(Cl)cc2)n1-c1ccccc1
    -11, -6, -13, 4, -1.8, 101, 0.9, 0.3, 0.9, -4, 11
Cc1ccc(/C=C/C(=O)O)cc1S(=O)(=O)NCCCC(=O)O
    -17, -12, -3, 18, -3.0, 104, 1.6, 3.0, 0.8, 5, 14
C/C(N)=C(/C#N)C(=O)COC(=O)C1=NN(c2ccccc2)C(=O)CC1
    10, -11, 1, -4, -3.0, 101, -0.1, 1.4, -0.3, 1, 14
O=C(NCCc1cn[nH]c1)C1CCC(=O)N(CCc2cccc(F)c2)C1 (stereo unspecified)
    -2, -2, 4, 2, -1.7, 94, 1.5, 0.0, 2.5, -2, 9
CC(=O)Nc1ccc(NC(=O)Nc2ccccc2)cc1
    27, 0, 4, 4, -1.3, 95, 0.0, 0.6, -1.0, -1, 6
CCC(C)(C)NC(=O)C(c1ccccn1)N(C(=O)c1csnn1)c1ccc(C)cc1 (stereo unspecified)
    -4, -4, -2, -38, -2.4, 101, 2.7, 0.9, 3.3, 7, 12
COc1ccc2[nH]c3c(NCCCN4CCCC4=O)ncnc3c2c1
    17, -2, -4, -17, 0.9, 110, 2.6, 4.8, -1.4, 0, -4
O=C1CC(c2ccc3c(c2)OCCO3)Oc2ccc([N+](=O)[O-])cc21 (stereo unspecified)
    -14, -6, -1, -2, -3.7, 105, 0.8, -0.1, 2.3, 1, 17
NS(=O)(=O)c1ccc(CCNC(=O)c2ccc(CS(=O)(=O)c3ccc(Br)cc3)o2)cc1
    -3, -3, -24, -11, -1.3, 94, 1.2, 3.3, -0.1, 3, 7
Cc1nn(-c2ccccc2)c(Cl)c1C1C(C#N)=C(N)Oc2c1c(C)nn2-c1ccccc1 (stereo unspecified)
    12, -13, 4, 4, -4.2, 107, -1.6, -3.1, 2.4, 5, 19
Cc1cc(SCn2nnc3ccccc3c2=O)nc2ccccc12
    -6, 7, 15, -11, 3.8, 104, 3.8, 2.6, 0.6, 1, -20
CCOC(=O)N1CCN(C(=O)Cn2ncc3c2-c2ccccc2OC3)CC1
    7, -9, 357*, -10, -0.1, 103, 0.2, 2.1, -2.0, 3, 1
COc1ccc(N2C(=O)/C(=C/N(C)C)NC2=S)cc1
    8, -1, 10, 1, -2.0, 107, -0.7, 6.0, 0.4, 0, 10
CN(CCC#N)C(=O)CC(Cc1ccccc1)C1CCOC(C)(C)C1 (stereo unspecified)
    -1, -2, 69, -5, 0.5, 102, 2.0, 4.0, 2.7, 2, -2
CCS(=O)(=O)c1ccc2oc(=O)c(/C=C(\O)c3ccc(Cl)cc3)nc2c1
    24, -5, 23, -9, -3.3, 107, 1.9, 2.1, -1.4, 2, 16

The results go on.
Below each compound: PfHsp90 yeast 2, PKA-R1A act, SUMO Mot1 rescue, HTR5A inv ag, MOR-DOR ag, Pemphigus Ab inh, AddAB inh, phage Ecoli inh, E coli growth, HTR5A ag, OPRM1-OPRD1 inv
N=c1c2c(ncn1CCN1CCOCC1)Oc1cc(O)ccc1C2c1ccccc1 (stereo unspecified)
    -15, 2, 87, 6, 4.9, 100, -1.4, 1.5, -0.2, -2, -27
CC(C)CC(=O)N1CCN(Cc2ccc(C(F)(F)F)cc2)CC1
    -13, -5, 19, -11, 1.4, 123, 2.4, 1.9, -0.1, 1, -8
Cc1ccc(CNCC(O)c2ccccc2)s1 (stereo unspecified)
    20, 0, -5, 3, 1.6, 122, 5.5, 1.1, 0.9, -1, -8
CC(c1ccccc1)c1nnc(NC(=O)c2ccc3c(c2)OCO3)s1 (stereo unspecified)
    23, 2, -8, -33, 3.0, 105, 2.6, 2.1, -0.2, 3, -15
O=C(Nc1cccc2nsnc12)c1ccc(-c2ccc(Br)cc2)o1
    -20, 3, 16, 6, 4.3, 131, -1.0, 4.3, -1.7, -2, -26
CCC(=O)Oc1ccc(C(=O)Nc2cccc(NC(=O)c3ccco3)c2)cc1
    -5, -10, -5, -15, -0.3, x, 1.2, 0.8, 1.8, -1, 2
Cc1[nH]c(=S)c(C#N)c2c1CCCC2
    0, -2, 8, -16, -1.3, 91, 1.0, 4.7, -1.9, 6, 7
CCc1noc(C)c1C(=O)OC(C)C(=O)Nc1ccccc1OC (stereo unspecified)
    -18, -4, -1, -23, -1.2, 105, 0.7, 1.9, 1.6, 8, 8
O=C(O)Cc1c(C(=O)O)nnn1-c1cccc(C(F)(F)F)c1
    -22, 8, -2, -1, -2.3, 96, 0.0, 2.7, -0.2, 0, 11
O=C(Nc1ccccc1)ON=C1c2ccccc2-c2ccccc21
    -38, 1, 62, 12, 1.4, 120, 2.8, 2.0, -0.7, 1, -8
CO/N=C/c1ccc(N2CCOCC2)c([N+](=O)[O-])c1
    -5, 3, 6, 14, -2.8, 111, 2.0, 0.9, 0.1, -6, 13
N#CCCN(Cc1cccs1)C(=O)Nc1ccccc1
    18, 8, -6, -26, -2.9, 116, 3.9, 5.9, 2.4, 0, 15
CCCCN(CCCC)CCNC(=O)c1cn(C)c2ccc(S(=O)(=O)N(C)C3CCCCC3)cc2c1=O
    12, -3, 5, -9, -1.7, 100, -0.4, -3.5, -0.6, 6, 9
C/C(NC(=O)c1ccccc1F)=C1\C(=O)C[C@@H]2[C@H]1C2(C)C
    -7, -3, 4, -17, 4.8, x, 3.2, -0.2, 1.1, 7, -20
N#CCCN(C(=O)COC(=O)c1ccc2c(c1)OCCO2)c1ccccc1
    15, -12, -21, -21, -2.5, 92, -1.0, 4.1, -0.2, 5, 13

Assay outcomes (PubChem)
